L3MBTL1 inh – inhibitors of human L3MBTL1 | Q9Y468 | AlphaScreen L3MBTL1–H3K9me1 peptide binding | Potency, µM (titrated, usually from 57.1 µM), for inactives: top-dose activity, negative = inhibition, actives largely listed as inhibitors | hit rate 0.66% among 230,000 | AID 485360; note: % is set by controls: 0 for no effect and ±100 for the full control effect; nearly all actives have a fitted effect of over 60% in size
Target sequence (Q9Y468 whole entry, looked up): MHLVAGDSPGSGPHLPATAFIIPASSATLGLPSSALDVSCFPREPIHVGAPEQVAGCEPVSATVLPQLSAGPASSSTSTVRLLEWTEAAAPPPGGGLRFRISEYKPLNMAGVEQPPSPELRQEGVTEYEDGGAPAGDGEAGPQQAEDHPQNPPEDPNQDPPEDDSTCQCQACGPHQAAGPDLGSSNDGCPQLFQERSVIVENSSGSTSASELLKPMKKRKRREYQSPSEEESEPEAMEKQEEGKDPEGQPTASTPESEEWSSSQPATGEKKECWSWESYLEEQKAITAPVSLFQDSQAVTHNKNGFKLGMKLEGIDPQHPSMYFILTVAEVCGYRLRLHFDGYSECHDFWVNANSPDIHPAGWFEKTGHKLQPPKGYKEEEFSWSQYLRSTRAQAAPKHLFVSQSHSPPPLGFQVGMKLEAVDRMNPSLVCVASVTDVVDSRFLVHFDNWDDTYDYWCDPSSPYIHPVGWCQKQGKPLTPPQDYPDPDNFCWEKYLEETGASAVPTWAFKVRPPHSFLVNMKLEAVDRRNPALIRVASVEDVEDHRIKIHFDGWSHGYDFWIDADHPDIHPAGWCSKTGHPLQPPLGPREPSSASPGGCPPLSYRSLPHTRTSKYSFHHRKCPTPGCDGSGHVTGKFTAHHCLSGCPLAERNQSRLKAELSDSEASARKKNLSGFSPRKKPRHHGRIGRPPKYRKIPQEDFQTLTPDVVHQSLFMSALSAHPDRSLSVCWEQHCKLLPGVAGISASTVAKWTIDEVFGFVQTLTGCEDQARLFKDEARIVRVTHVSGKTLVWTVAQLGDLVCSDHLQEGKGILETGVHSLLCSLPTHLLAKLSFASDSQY
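AlphaScreen proximity signal between nickel-chelate acceptor and streptavidin donor beads (final 10 ug/mL) reports binding of 50 nM L3MBTL1 to 75 nM biotin-H3 K9me1 peptide; complex incubated with compounds 30 min at room temperature; cefsulodin titration as control.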
JMJD2E inh – blocks human JMJD2E demethylase activity; hit rate 1.6% among 230,000; JMJD2E catalytic domain, FDH-coupled NADH fluorescence (FDH is formaldehyde dehydrogenase); B2RXH2; Potency, µM (highest dose often 57.1 µM), for the others: top-dose activity change, negative = inhibition, usual class: inhibitors; active = well fitted inhibition curve with a large enough effect, not every such curve was filed as active; inconclusive = small, poorly fitted or top-dose-only effect, or another doubt; inactive = no such curve, though single readings can be large or run the other way;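 note: 0% = wells with enzyme and -100% = buffer wells without enzyme; nearly all actives have a fitted effect of over 50% in size; many of its hits are not listed in these tables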
Tau fibril ThT – blocks human tau fibril formation measured by thioflavin T; AID 1460; Potency, µM (doses to about 57.4 µM), for inactives: at the top dose activity, negative = inhibition, usual class: inhibitors; recombinant tau K18 P301L (four-repeat tau fragment), heparin-induced fibrillization, ThT fluorescence; P10636; hit rate 2.1% among 270,000; note: % is set by controls: 0 for no effect and ±100 for the full control effect; nearly all actives have a fitted effect of over 55% in size
Target sequence (P10636 561-689 P618L limits assumed): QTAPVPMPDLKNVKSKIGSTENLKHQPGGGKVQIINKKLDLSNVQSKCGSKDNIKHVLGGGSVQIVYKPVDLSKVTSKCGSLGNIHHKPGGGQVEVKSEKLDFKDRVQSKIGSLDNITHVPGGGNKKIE
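Heparin-induced (20 uM) aggregation of recombinant human K18 P301L tau, 15 uM unlabeled with 0.24 uM labeled, pH 7 acetate buffer, 6 hr at 37 C with compound. Fibrils quantified by 30 uM ThT fluorescence after 1 hr ambient incubation.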
ALDH1A1 block – ALDH1A1 (human) enzyme inhibition. hit rate 7.3% among 220,000. AID 1030. P00352. Purified ALDH1A1, NADH fluorescence, propionaldehyde substrate. Potency, µM (highest dose often 75.3 µM), for inactives: top-dose activity, negative = inhibition, usual class: inhibitors; active = well fitted inhibition curve with a large enough effect, not every such curve was filed as active; inconclusive = small, poorly fitted or top-dose-only effect, or another doubt; inactive = no such curve, though single readings can be large or run the other way;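 note: plate controls were no enzyme wells and a reference inhibitor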
LMNA splice mod – modulators of lamin A splicing | HeLa LMNA splicing GFP/RFP minigene ratio, 48 h | hit rate 0.01% among 200,000 | Potency, µM (series often up to 46.1 µM), without a hit: at the highest dose ratio change, negative = inhibition, hits mostly inhibitors; active = well fitted inhibition curve with a large enough effect in the signal ratio, with a control signal flat, not every such curve was filed as active; inconclusive = small, poorly fitted or top-dose-only effect, or effect the other way, or a change in a side signal; the % refers to the signal ratio; note: % is set by controls: 0 for no effect and ±100 for the full control effect
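S3 HeLa stable clones carrying a lamin A-EGFP splicing minigene plus DsRed2 were seeded at 600 cells/well in Opti-MEM with 2% FBS, pin-dosed and incubated 48 h at 37°C. Acumen cytometry (488 nm) gave the GFP/RFP total-intensity ratio.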
RECQ1 helicase – blocks DNA unwinding by human RECQ1; AID 2549; P46063; hit rate 0.54% among 240,000; RECQ1 DNA unwinding, red fluorescence kinetic read; Potency, µM (titrated, usually from 57.3 µM), for the others: at the top dose activity, negative = inhibition, usual class: inhibitors;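 note: plate controls were vehicle for no effect and no enzyme for full effect; nearly all actives have a fitted effect of over 30% in size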
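50 nM RECQ1T1 preincubated 15 min with compound in Tris pH 8.0 buffer with MgCl2, DTT, Tween-20 and 2.5 ug/ml poly(dI-dC); started with 200 nM TAMRA/BHQ-2 forked duplex and 2 mM ATP. Unwinding read as fluorescence (525/598 nm), two reads 2 h apart.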
SMN2 splice up – increases expression of the SMN2 splice variant; HEK293 SMN2-luciferase splicing reporter, luminescence, 30-36 h; Potency, µM (series often up to 46.1 µM), for inactives: at the top dose activity change, positive = activation, hits mostly activators; hit rate 2.8% among 210,000; AID 1458; note: % of control where 0% means no effect; nearly all actives have a fitted effect of over 55% in size
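qHTS luciferase splicing reporter: luminescence rises when SMN2 exon 7 is included in transfected HEK293 cells. Compound exposure lasted 30-36 h at 37C, with 4.5 mM final sodium butyrate as control, followed by a ONE-Glo read.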
KinaseGlo FLuc – counter-screen: inhibitors of Kinase-Glo firefly luciferase | Q27757 | Kinase-Glo luciferase, ATP luminescence, 8 min | hit rate 0.28% among 200,000 | Potency, µM (series often up to 38.3 µM), for the others: at the highest dose activity change, negative = inhibition, actives largely listed as inhibitors; note: % is set by controls: 0 for no effect and ±100 for the full control effect; nearly all actives have a fitted effect of over 60% in size
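Kinase-Glo luciferase light output from ATP and luciferin was measured with 10 uM ATP, within the enzyme's linear range. Buffer: 50 mM imidazole pH 7.2, 50 mM KCl, 7 mM MgCl2, 0.01% Tween 20, 0.05% BSA; luminescence read after 8 min at ambient temperature.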
An asterisk follows results filed as active; i = inactive; ? = inconclusive; · = not tested or not shown; & = joins results of further samples; ! = not confirmed by another sample; [ ] = remark or other dose. Unless noted, calls come from the whole dose curve; as a rule, active = well fitted curve in the direction sought with a large enough effect; inconclusive = small, poorly fitted or top-dose-only effect, or another doubt; inactive = no such curve, though single readings can be large; an effect the other way counts as inactive or inconclusive. Potency is the fitted concentration of half-maximal effect. An excerpt. The share of hits here may be higher or lower than overall.

SMILES	L3MBTL1 inh	JMJD2E inh	Tau fibril ThT	ALDH1A1 block	LMNA splice mod	RECQ1 helicase	SMN2 splice up	KinaseGlo FLuc
O=C(O)c1ccc(N2C(=O)CC(N3C(=O)/C(=C/c4ccc(Cl)cc4)SC3=S)C2=O)cc1 (configuration not stated)	-24%	6%	?	?	·	16%	·	·
Cc1cc2nc(-c3ccccc3)cc(=O)n2[nH]1	9%	?	-6%	·	·	0%	·	·
CC1CCN(C(=O)N[C@@H](Cc2ccccc2)C(=O)O)CC1	7%	5%	-4%	8%	-7%	i	12%	2%
CCC(C)(C)n1nnnc1C(C(C)C)N(CCCO)Cc1cc2cc(C)ccc2[nH]c1=O (configuration not stated)	0%	16%	-11%	-5%	4%	i	-7%	-1%
COC(=O)c1ccc(CO/N=C2\CCCc3nonc32)cc1	6%	-3%	-7%	2%	·	-3%	0%	-3%
CC(=O)NC1(NC(C)=O)CCN(C)CC1	7%	0%	5%	13%	10%[46 µM]	-16%	·	-1%
C/C(=N\NC(=O)c1ccn(C)n1)c1cccc(NC(=O)c2ccncc2)c1	6%	1%	4%	59%[activator]	6%	-6%	-5%	1%
Cc1csc(NC(=O)c2ccc(N3CCCC3=O)cc2)n1	-2%	?	-10%	?	1%[46 µM]	-8%	0.56µM*	13µM*
Cc1occc1C(=O)NNC(=O)C1CCCC1	0%	0%	3%	5%	?	-1%	4%	-4%
CCOC(=O)CNS(=O)(=O)c1ccc2c3c(cccc13)C(=O)N2CC	13%	?	1%	?	-18%[46 µM]	i	20%	0%
CC(=O)CSc1cc(-c2ccccc2)nc2ncnn12	5%	-4%	-16%	·	·	-2%	·	·
N#Cc1ccccc1CSc1ccccn1	12%	-5%	-12%	-3%	-1%	-3%	11%	2%
Fc1ccc(N/N=C/c2ccncc2)c(F)c1	-5%	-19%	?	8%	?	-2%	?	-5%
Cc1ccc(S(=O)(=O)NCCNC(=O)c2cc(OCC(F)(F)F)ccc2OCC(F)(F)F)cc1	-10%	-5%	-12%	?	-4%	1%	17%	1%
N#Cc1ccc(OCC(=O)OCC(=O)Nc2cc(C(F)(F)F)ccc2N2CCOCC2)cc1	5%	-4%	0%	5%	-5%	-9%	-4%	-1%
O=C(Nn1c(SCc2ccccc2F)nc2ccsc2c1=O)c1ccccc1	5%	2%	-12%	?	-15%	-8%	-1%	-4%
COc1ccc(C2=NOC(C(=O)NCc3ccccc3)C2)cc1 (configuration not stated)	35%[activator]	4%	5%	-1%	?	i	6%	-3%
COCCCNC(=O)C(F)(F)C(F)(F)C(=O)NCCCOC	2%	6%	-2%	11%	-2%	8%	-9%	1%
Cc1cc(C)n(CC(=O)c2cccc(N)c2)n1	1%	1%	-6%	5%	3%[46 µM]	i	-5%	1%
CCOC(=O)CNC(=O)C1c2cc(OC)c(OC)cc2C(=O)N(C)C1c1ccccc1F (configuration not stated)	-6%	-22%	-18%	?	2%	18%	-38%[inhibitor]	-3%
Cc1ccc2nc(-c3ccc(NC(=O)C(C)N4C(=O)c5ccccc5C4=O)cc3)sc2c1 (configuration not stated)	-8%	?	-12%	2%	-10%	-4%	11µM*	2%
CCOC(=O)c1c(NC(=O)c2ccccc2C)sc2c1CC(C)(C)OC2	·	-17%	?	?	-12%	6%	·	-2%
Cc1nc(C(=O)N2CCCC(C(=O)c3ccc(Cl)cc3)C2)cs1 (configuration not stated)	4%	10%	-5%	·	·	-3%	·	·
CCCCNC(=O)/C=C/c1ccc(OC)c(Br)c1	-4%	2%	-11%	-1%	-4%	-7%	-1%	4%
COC(=O)c1ccc(C(=O)OC)c(NC(=S)N2CCC(N3CCCCC3)CC2)c1	·	?	-4%	?	·	4%	-26%	3%
CCOC(=O)c1sc(NC(=O)c2ccc(OC(C)=O)cc2)nc1C	-5%	?	-5%	?	?	i	?	-22%
CCOC(=O)/C(C#N)=C\c1cccnc1	8%	1%	1%	6%	5%[46 µM]	i	-1%	4%
COC(=O)c1ccccc1NC(=O)CCCn1nc([N+](=O)[O-])cc1C	25%	9%	1%	?	-1%[46 µM]	-4%	20%	-1%
COc1ccc(Oc2nc(-c3ccccc3)ncc2C(=O)O)cc1	10%	0%	1%	8%	·	i	5%	-1%
CCCn1c(NC(=O)c2cccc(S(=O)(=O)N3CCCC3)c2)nc2ccccc21	-6%	?	-4%	?	?	-16%	-25%	-1%
O=C(CSc1nnc(NC(=O)C2CC2)s1)Nc1ccc(F)cc1	12%	5%	15%	8%	?	i	-7%	-1%
C=CCn1c(COc2ccc(Cl)cc2)nnc1SCc1ccc(C#N)cc1	5%	-6%	-1%	?	?	-4%	-41%[inhibitor]	-2%
COc1ccc(C2C(C(N)=O)=C(C)Nc3nc(-c4cccc(Cl)c4)nn32)cc1OC (configuration not stated)	·	3%	-2%	6%	0%	0%	18µM*	2%
C=CCN=C(NC#N)SCC(=O)NCc1ccccc1	-2%	?	-6%	?	1%	-13%	4%	-9%
CO/N=C\Cc1oc(=O)c(NC(=O)c2ccccc2)cc1C(=O)OC	·	?	?	22µM*	9%	17%	-4%	-2%
Cc1ccc(S(=O)(=O)N(CC(=O)N2CCOCC2)CC(=O)N2CCOCC2)cc1	?	0%	6%	6%	-3%	8%	-7%	1%
Oc1cc2c(c(Cl)c1O)CCNCC2c1ccccc1 (configuration not stated)	·	13µM*	-19%&-14%	5%&0%	?	-17%	-10%&-40%	0%
CC1CN(S(=O)(=O)c2ccc(NC(=O)c3ccco3)cc2)CC(C)O1 (configuration not stated)	·	5%	-4%	-24%	-5%	i	-28%	-6%
CON1C(=O)C(=O)N(OC)C(C)(C)C1(C)C	13%	-2%	-1%	20µM*	-6%	0%	-11%	-3%
CCC(C)(C)c1ccc(OCCCC[n+]2cccc(C)c2C)c(C(C)(C)CC)c1	2%	15%	?	-3%	·	-4%	·	·
COc1ccc(/C=N/Nc2ncnc3sc4c(c23)CCCC4)cc1OC	-2%	7%	?	-3%	-5%	-2%	21%	-2%
COc1cc(OC)cc(C(=O)NC(C)c2ccc(Br)cc2)c1 (configuration not stated)	-12%	3%	4%	3%	·	-8%	-18%	5%
CC(C)CCOP(=O)(c1ccccc1)c1ccccc1	5%	6%	8%	-7%	2%	i	-23%	-1%
Cc1cc(N/N=C(/CCC(=O)O)C(=O)O)nc2ccccc12	9%	?	-9%	2%	-3%	-4%	-4%	-1%
COCCn1c(C)cc(C(=O)COc2nc3ccccc3nc2C)c1C	-5%	-5%	-4%	5%	?	i	-54%[inhibitor]	-3%
O=C(NCC1CCCO1)Nc1cc(Cl)cc(Cl)c1 (configuration not stated)	-1%	-5%	-1%	2%	0%[46 µM]	i	-1%	0%
CCN(CC)C(=O)NC(c1ccc(C)c(F)c1)C(Cl)(Cl)Cl (configuration not stated)	7%	13%	2%	5%	?	-12%	-23%	0%
COC(=O)CNC(=O)C(=O)OC	·	·	-3%	2%	·	-4%&16%	3%	·
COc1ccccc1C(=O)NCC(=O)OCc1csc(-c2ccccc2)n1	8%	2%	-17%	5%	0%	-1%	?	-1%
O=C(/C=C/c1ccco1)Nc1nc(-c2ccccc2)cs1	-8%	31%[activator]	-15%	-9%	?	i	11µM*	-2%
Fc1cccc(Nc2nc(-c3ccncc3)nc3ccccc23)c1	17%	-6%	1%	?	?	1%	0%	-2%
N#Cc1ccccc1NC(=O)CSc1ccc([N+](=O)[O-])cn1	·	7%	-9%	-16%	·	-17%	-15%	1%
CCCN(CC1CC1)C(=O)COC(=O)c1ccc2c(c1)C(=O)N(c1ccc(OCC)cc1)C2=O	-5%	2%	?	?	-4%[46 µM]	-13%	-69%[inhibitor]	4%
COc1c(C)cc(Br)cc1C(=O)Nc1ccc(S(N)(=O)=O)cc1	·	-14%	-4%	-2%	·	i	·	·
Cc1ccc[n+](/C(=C\C(=C=[N-])C#N)C(=O)c2ccc(Cl)cc2)c1	1%	8%	-2%	6%	13%[46 µM]	12%	·	-1%
COc1cccc(NC(=S)N2CCC(N(C)CC3CCCO3)CC2)c1 (configuration not stated)	36%[activator]	-3%	5%	21%	-19%	3%	-11%[1.84 µM]	-1%
Cc1cccc(OCC(=O)N/N=C\c2cccn2C)c1C	-44%	-1%	-17%	-15%	·	-10%	-22%	-4%
COCc1cc(C(C)=O)ccc1OCC(=O)Nc1ccc(NC(C)=O)cc1	·	-2%	-1%	?	·	-4%	·	·
Cc1ccc2c(Cl)c(C(=O)N/N=C/c3cccn3C)sc2c1	-11%	·	?	?	-18%	-16%	13µM*	-9%
Fc1ccccc1-c1nc(NCc2ccccc2)c2ccccc2n1	17%	0%	-10%	·	·	-9%	·	·
Remaining list, next part:
SMILES	L3MBTL1 inh	JMJD2E inh	Tau fibril ThT	ALDH1A1 block	LMNA splice mod	RECQ1 helicase	SMN2 splice up	KinaseGlo FLuc
CCOC(=O)c1cnc2sccn2c1=O	·	?	-7%	?	-10%	?	12%	1%
CCCCC(=O)Nc1ccccc1C(=O)N1CCOCC1	10%	4%	1%	1%	-3%	-1%	-2%	2%
C=CCN1C=C2C(=O)C(C)(OC(=O)CCC(=O)OC)C(=O)C(Br)=C2C=C1c1ccc(OC)cc1 (configuration not stated)	·	7.9µM*	14µM*!	?	-12%[9.22 µM]	0%[11.5 µM]	0%[9.22 µM]	-8%[7.66 µM]
CC(C)(C)c1nc(SCC(=O)N2CC(=O)Nc3ccccc32)c2ccccc2n1	6%	3%	2%	10%	22%[46 µM]	i	·	1%
O=C1CS/C(=N\NC(=O)c2ccccc2)N1	2%	1%	-16%	·	·	1%	·	·
COC(=O)C1=C(C)N(C)C(=O)NC1c1ccc(O)c(OC)c1 (configuration not stated)	?	-8%	-4%	1%	-12%	i	13%	-1%
